Source: PubChem BioAssay
Tb PYK inh – blocks Trypanosoma brucei pyruvate kinase. Q57TT1. TbPYK enzyme, Kinase-Glo Plus ATP luminescence, 45 min. Potency, µM (highest dose often 76.8 µM), inactives show top-dose activity, negative = inhibition, hits mostly inhibitors. actives 0.12% (n = 410,000). AID 624173; further: nearly all actives have a fitted effect of over 50% in size
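T. brucei PYK with substrate was exposed to pin-transferred compounds across a concentration series, then started with 130 uM ADP (final). After 45 min at room temperature, Kinase-Glo Plus luminescence was read, normalized and curve-fitted.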
AMA1-RON2 inh – inhibitors of Plasmodium falciparum AMA1-RON2 interaction; actives 0.2% (n = 360,000); AlphaScreen AMA1-biotinylated RON2 peptide binding; Potency, µM (series often up to 58.2 µM), for inactives: at the highest dose activity change, negative = inhibition, actives largely listed as inhibitors;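 further: 0% = vehicle wells and -100% = peptide control; nearly all actives have a fitted effect of over 45% in size; some results filed as inactive show a strong effect at the top dose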
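AMA1 (3D7) with his tag at 25 nM final met compounds first, then biotinylated RON2 peptide at 25 nM; detection used donor plus acceptor beads, 10 µg/mL apiece, read by AlphaScreen after 30 min at room temperature.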
* marks the source's active call; other numbers are inactive results; ? = inconclusive; [ ] = another dose, or the depositor's remark. The call rests on the fitted dose curve; in most records, active means well fitted curve in the direction sought with a large enough effect; inconclusive means small, poorly fitted or top-dose-only effect, or another doubt; inactive means no such curve, though single readings can be large; an effect the other way counts as inactive or inconclusive. Unless noted, on the % scale 0 is the no-effect control and ±100 the full control effect; potency means the concentration at half of the fitted maximal effect.

The first 2 entries as a preview:
SMILES	Tb PYK inh	AMA1-RON2 inh
CCOC(=O)[C@@H]1[C@H]2COc3ccc(Br)cc3[C@H]2N2C(=O)N(c3ccc(Cl)cc3)C(=O)[C@]12C	-1%	-7%
CCOC(=O)[C@]12Cc3cc(OC)ccc3[C@H]1N(Cc1ccccc1)C(=O)c1ccccc12	-10%	-4%

The list itself, from the first entry:
SMILES	Tb PYK inh	AMA1-RON2 inh
CCOC(=O)[C@@H]1[C@H]2COc3ccc(Br)cc3[C@H]2N2C(=O)N(c3ccc(Cl)cc3)C(=O)[C@]12C	-1%	-7%
CCOC(=O)[C@]12Cc3cc(OC)ccc3[C@H]1N(Cc1ccccc1)C(=O)c1ccccc12	-10%	-4%
CCC/C(=C1/c2ccccc2C(=O)N1c1ccccc1)c1cnc(OC)nc1	-2%	-9%
COc1ccc(C(=O)c2[nH]c(N)c(C(=O)NCCc3c[nH]c4ccccc34)c2-c2ccccc2Br)cc1	6%	1%
Nc1ccc(-c2cc3ccccc3c(=O)o2)cc1	0%	4%
C[C@H](CO)N1C[C@H](C)[C@@H](CN(C)S(=O)(=O)c2ccccc2)Oc2ccc(NC(=O)Cc3ccccc3)cc2C1=O	0%	-1%
CCOC(=O)C1(C)CCN1C(=O)c1ccc2ccccc2c1 (stereo not given)	2%	10%
OC(CNc1ccnc2cc(Cl)ccc12)CNC1CCCCC1 (stereo not given)	4%	-4%
COc1ccc(OC)c(C(=O)CN2C(=O)C(=O)N(C3CCCC3)C2=O)c1	-2%	-4%
c1ccc2scnc2c1	1%	6%
COc1ccc(Cc2c(-c3ccc(C)cc3)nc3c(C)cc(Br)cn23)c(C)c1	-2%	-9%
ONC(=Nc1ccccc1Cl)c1c(F)cccc1F	-7%	0%
CCOC(=O)[C@H]1[C@H]2COc3ccc(Br)cc3[C@@H]2N2C(=O)CN(C)C(=O)[C@@]12C	-5%	44%[activator]
Cc1ccccc1OCCOC(=O)c1cc(S(=O)(=O)N2CCOCC2)ccc1C	2%	3%
O=C(OCC1OC(n2ccc(=O)[nH]c2=O)C2OC12)c1ccccc1 (stereo not given)	-5%	5%

Compound profiles, from the list above:
Nc1ccc(-c2cc3ccccc3c(=O)o2)cc1 is listed with Tb PYK inh = 0%; AMA1-RON2 inh = 4%
CCOC(=O)[C@]12Cc3cc(OC)ccc3[C@H]1N(Cc1ccccc1)C(=O)c1ccccc12 is listed with Tb PYK inh = -10%; AMA1-RON2 inh = -4%
CCC/C(=C1/c2ccccc2C(=O)N1c1ccccc1)c1cnc(OC)nc1 is listed with Tb PYK inh = -2%; AMA1-RON2 inh = -9%

Next section:
SMILES	Tb PYK inh	AMA1-RON2 inh
Cc1cc(C(=O)OCC(=O)N2C(C)CCCC2C)c2ccccc2n1 (stereo not given)	0%	0%
O=S1(=O)CCOC[C@H](Cc2ccccc2)N1Cc1cccc(F)c1	-2%	2%
CC1(C)C/C(=N/Nc2ccc([N+](=O)[O-])cc2[N+](=O)[O-])C(C)(C)O1	-3%	-28%
CC(C)[C@@H]1Cc2[nH]n(C)c(=O)c2[C@H](c2ccc(Cl)cc2)O1	-3%	9%
COC(C/C=C\[C@@H](O)[C@H](C)OCc1ccccc1)OC	1%	3%
CNC(=O)C1Cc2c(-c3ccc(Cl)cc3)ccnc2O1 (stereo not given)	4%	0%
O=C(NCc1cccnc1)C1Cc2c(-c3ccc(Cl)cc3)ccnc2O1 (stereo not given)	1%	-15%
COc1ccc(C(C)(O)c2nc(-c3cccc(NC(C)=O)c3)cs2)cc1 (stereo not given)	4%	-3%
Cc1ccc(C(=O)OCC(=O)NCc2ccc(Cl)cc2)s1	3%	-14%
CN(C)CCN(Cc1ccccc1)C(c1cc2ccccc2o1)c1nnnn1C(C)(C)C (stereo not given)	-8%	-1%
COc1cccc(C(O)c2nc(-c3ccc4ccccc4c3)cs2)c1 (stereo not given)	-9%	24%
CC[C@]12c3[nH]c4cc(CCC(=O)N(C)C)ccc4c3CCN1C(=O)[C@@H](CC(=O)NCCCN(C)C)C[C@@H]2C(=O)N1CCN(C(=O)c2ccco2)CC1	7%	19%
Cc1cn(CC(=O)NCCCN2CCCC2=O)c(=O)[nH]c1=O	-1%	11%
NC(=O)C1(Nc2ccc(Br)cc2)CCCC1	-3%	11%
Cc1ccc(OCC(=O)Nc2cccc3ccccc23)c([N+](=O)[O-])n1	3%	7%
O=C(Nc1nnc([C@@H]2C[C@H](O)[C@@H](CO)O2)s1)c1cccc(Oc2ccccc2)c1	3%	4%
Cc1ccc2c(CC(=O)Nc3ccc4nc(N5CCOCC5)sc4c3)coc2c1	-7%	12%
C=CCNc1nc(C(=O)OC(C)C(=O)c2ccc(C)cc2)cs1 (stereo not given)	-2%	6%
COc1ccccc1-c1sc2cc3c(cc2c1-c1ccc(OCCN2CCOCC2)cc1)OCO3	0%	?
COc1ccc(CCNC(=O)C2CC3Cn4c(nc5ccccc54)C3N2Cc2ccccc2)cc1 (stereo not given)	-3%	-3%
CC(C)(C)OC(=O)NCCCCCNC(=O)c1nc[nH]c1C(=O)N1CCc2ccccc2C1	-1%	32%[activator]
CC[C@@]1(C(=O)OC)N[C@H](CN(C)C(=O)Nc2ccc(C(F)(F)F)cc2)[C@@H]2C(=O)N(Cc3ccccc3)C(=O)[C@@H]21	-7%	4%
CC/C(=N\N=C(/CC)c1ccccc1N)c1ccccc1N	1%	-25%
COC(=O)c1ccc(CSC2=NC[C@@H]3[C@@H]4C(=O)N(Cc5ccccc5)C(=O)[C@@H]4[C@](C)(C(=O)OC)N23)cc1	-5%	-3%
COc1ccc(C(=O)N2CCCC(c3cc(C(=O)NCc4ccccc4)no3)C2)cc1 (stereo not given)	-1%	-7%
Cc1nc2c(Br)cc(Br)cc2c(=O)n1-c1ccccc1NC1OCC(O)C(O)C1O (stereo not given)	-3%	-11%
Cc1ccc(S(=O)(=O)CCC(=O)NNC(=O)CN(C)S(=O)(=O)c2ccc(C)cc2)cc1	5%	75%[activator]
COc1ccc(C(O)c2nc(-c3ccc(F)cc3OC)cs2)cc1 (stereo not given)	4%	11%
CC1CC(=O)C(C(C2=C(O)CC(C)CC2=O)c2ccccc2)=C(O)C1 (stereo not given)	-15%	0%
O=C1OC(c2ccccc2)C(O)=C1c1ccccc1 (stereo not given)	-8%	8%
CCCCN1C(=N)N([C@@H](CCC)CN2CCC[C@H]2CN2C(N)=NC[C@@H]2Cc2ccccc2)C[C@H]1Cc1ccccc1	3%	-5%
Cc1ccc(S(=O)(=O)CCC(=O)OC2CC(C)OC2=O)cc1 (stereo not given)	0%	-7%
Cc1cccc(C(=O)O[C@H]2[C@H](Cc3ccccc3)NS(=O)(=O)[C@H]3CC4C=C[C@]23O4)c1	7%	62%[activator]
C#CCOCC1CNC(=S)O1 (stereo not given)	-1%	-3%
O=[N+]([O-])c1ccc(Nc2cccc3c2[nH]c2c(-c4ccccc4)nccc23)c([N+](=O)[O-])c1	2%	-25%
CN(C)c1ccc(C=NNc2ccccn2)c(Cl)c1	2%	-23%
C[C@@]12C(=O)N(CC3CCCO3)CC(=O)N1[C@@H]1c3ccccc3OC[C@@H]1[C@@H]2c1ccccc1 (stereo not given in full)	-6%	-6%
CC1CCCN(S(=O)(=O)c2cc(C(=O)NCCc3ccc(S(N)(=O)=O)cc3)ccc2Cl)C1 (stereo not given)	1%	-2%
COC(=O)C1Cc2c([nH]c3ccccc23)C2CCC(=O)N12 (stereo not given)	2%	-5%
COc1ccc(-c2csc(C(O)(c3ccccc3)C(F)(F)F)n2)cn1 (stereo not given)	-9%	10%
C[C@]12CCC3C(CC[C@H]4C[C@H](O)CC[C@]34C)C1C[C@H](O)[C@H]2O (stereo not given in full)	-8%	-8%
CCOc1cc(C=C2C(=O)NC(=S)NC2=O)ccc1O	?	-14%
CC(C)NC(=O)C1(C)CCN1C(=O)c1ccccc1Oc1ccccc1 (stereo not given)	3%	7%
CNC(=O)c1ccc(CN(C)C(=O)c2cc(C3CC3)nc3c2cnn3C(C)C)cc1	1%	8%
Cc1cc(C)c2c(=O)n3c(nc2c1)C(CC(C)C)NC(=O)c1cccnc1-3 (stereo not given)	-11%	10%
CC1=C(C(=O)N2CCOCC2)CC(CC(=O)NCCCCc2ccccc2)C(=O)N1CCCN1CCCC1=O (stereo not given)	-4%	-8%
CCCCN(C=O)c1c(CC)nc2ccc(C(=O)N(C)Cc3ccco3)cn12	-1%	-5%
Cc1cc(NC(=O)CSc2cc(C)c3ccccc3n2)no1	-6%	13%
C[C@H](CO)N1C[C@H](C)[C@@H](CN(C)Cc2ccc3cccnc3c2)OCc2cnnn2CCCC1=O	2%	6%
Cc1cccc(C)c1-n1nnnc1C(c1cccc2ccccc12)N1CCC(n2c(=O)[nH]c3ccccc32)CC1 (stereo not given)	0%	12%
COc1cc2c3cc1Oc1c(OC)c(OC)cc4c1[C@H](Cc1ccc(cc1)Oc1cc(ccc1O)C[C@H]3N(C)CC2)N(C)CC4	-18%	-28%
CCOc1ccc(S(=O)(=O)NCCC(=O)N2CCN(C(C)=O)CC2)cc1	-11%	148%[activator]
COc1cc2c(NCCCCCO)ncnc2c(OC)c1OC	-10%	16%
O=C(CN1C(=O)C(=O)N(C2CCCC2)C1=O)Nc1cc(Cl)ccc1[N+](=O)[O-]	-5%	-14%
COc1ccc(NC(=O)c2sc(=O)n(Cc3ccc(S(=O)(=O)N(C)C)cc3)c2C)cc1	-3%	-4%
COC1CC2C=C(C)C=CC=CC(=O)NC(c3ccccc3)CC=CCCC(O)CC(=O)C2=C1O (stereo not given)	-11%	66%[activator]
CCN(c1ccccc1)S(=O)(=O)c1ccc(Cl)c(NC(=O)CSc2nc(N)cc(=O)[nH]2)c1	4%	-1%
CCNC(=O)C1(C)CCCN(C(=O)c2sccc2C)C1 (stereo not given)	-3%	4%
CC[C@@H](NC(=O)[C@H](Cc1ccccc1)NC(=O)CC[C@H]1O[C@@H](n2ccc(=O)[nH]c2=O)[C@H](O)[C@@H]1O)c1ccccc1	5%	2%
O=C(CCCCn1cnc2c(=S)nc[nH]c21)Nc1ccc(C(=O)O)c(O)c1	?	58%[activator]

The list goes on.
SMILES	Tb PYK inh	AMA1-RON2 inh
COc1cccc(-c2cnc(C(O)c3ccc(SC)cc3)[nH]2)c1 (stereo not given)	-9%	-12%
O=C(CN1C(=O)C2CC=CCC2C1=O)Nc1nc(-c2ccc(F)c(F)c2)cs1 (stereo not given)	-9%	-12%
Cc1ccc(C(=O)C2CC2)c(C)c1	1%	1%
COc1ccc(NC(=O)N(C)C[C@H]2OCc3cnnn3CCCC(=O)N([C@@H](C)CO)C[C@H]2C)c(OC)c1	9%	-6%
CCCCCCCCN1[C@@H](CC(=O)OCC)c2ccc(C(F)(F)F)cc2S1(=O)=O	-2%	31%[activator]
COC(=O)c1cccc(NC(=O)c2cnn(C)c2)c1	4%	-1%
CCCCN1C(=O)C(=O)N(CC(=O)Nc2ccc(OC(F)(F)F)cc2)C1=O	1%	-5%
O=C(CCCc1ccccc1)NCCS(=O)(=O)N1CCN(c2ccccc2)CC1	-2%	-28%
COc1ccc(CN2C[C@@H](CO)O[C@@H](n3cnc4c(N(C)C)ncnc43)C2)cc1	3%	0%
CN(C)c1ccc(-c2noc(C3CCN(S(=O)(=O)c4ccc(C(=O)O)cc4)CC3)n2)cc1	0%	-4%
O=S(=O)(Nc1ccc(NS(=O)(=O)c2ccccc2)c(Cl)c1)c1ccccc1	3%	30%
C=CC(=O)Nc1ccc(N(C)c2ccnc(Nc3ccc(N4CCN(C)CC4)cc3)n2)cc1	-11%	?
COC(=O)C1CCN(S(=O)(=O)c2c[nH]c(=O)[nH]c2=O)CC1	-3%	1%
COc1ccccc1-c1csc(C(O)c2cccc(Cl)c2)n1 (stereo not given)	-7%	19%
C[C@H](CO)N1C[C@H](C)[C@@H](CN(C)Cc2ccccc2)Oc2c(NC(=O)c3ccncc3)cccc2C1=O	-3%	6%
CN1CCC(C)(C(=O)Nc2cccc3c2CCCC3)C1 (stereo not given)	-1%	0%
CC1CCCC(NC(=O)Cn2c(Cl)nc3c2c(=O)n(C)c(=O)n3C)C1C (stereo not given)	0%	5%

A second format for five compounds above:
Every second line gives: Tb PYK inh	AMA1-RON2 inh
COC(=O)C1CCN(S(=O)(=O)c2c[nH]c(=O)[nH]c2=O)CC1
 : -3%	1%
COc1ccccc1-c1csc(C(O)c2cccc(Cl)c2)n1 (stereo not given)
 : -7%	19%
C[C@H](CO)N1C[C@H](C)[C@@H](CN(C)Cc2ccccc2)Oc2c(NC(=O)c3ccncc3)cccc2C1=O
 : -3%	6%
CN1CCC(C)(C(=O)Nc2cccc3c2CCCC3)C1 (stereo not given)
 : -1%	0%
CC1CCCC(NC(=O)Cn2c(Cl)nc3c2c(=O)n(C)c(=O)n3C)C1C (stereo not given)
 : 0%	5%

This is a subset. The share of hits here may be higher or lower than overall.
